Wnt bcat act – activates Wnt/beta-catenin signaling in a reporter cell assay. activator, plate reader. activation, % at 9.35 µM. hit rate 1.2% among 300,000. AID 743398; in the data active = activation above about 30%, passing the limit was not always enough;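 also: 0% = neutral control wells and 100% = positive control wells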
Numbers without * were called inactive; & = joins results of further samples. An excerpt; the hit share may differ from the screen's.

#	smiles	Wnt bcat act
1	CCCCNC(=O)C1(C)CCCCN1C(=O)c1ccno1 (centres undefined)	0
2	O=C(NC(Cc1c[nH]c2ccccc12)C(=O)O)c1cccc(S(=O)(=O)N2CCCCC2)c1 (centres undefined)	-4
3	COCCN1C(=O)CCC1(C)C(=O)NC(C)(C)C (centres undefined)	-3
4	COC(=O)[C@]12C[C@H](CC(=O)N3CCOCC3)C(=O)N(Cc3ccccc3)C1=C[C@H](C1CCCC1)O[C@@H]2C	0
5	CCn1cnc2cc(NCc3ccc(Br)cc3)ccc21	36*
6	CC(C)C[C@@H]1COc2cccc(N3CCSCC3)c2S(=O)(=O)N1	1
7	COc1ccc(-c2csc(C(O)(c3ccccc3)C(F)(F)F)n2)cn1 (centres undefined)	-1
8	CCOC(=O)[C@]12CCCC=C1N(Cc1ccc(Cl)cc1Cl)C(=O)[C@H](CC(=O)NCC13CC4CC(CC(C4)C1)C3)C2	-3
9	O=C(NCc1cc(Cl)cc(Cl)c1)c1csc([C@@H]2C[C@H](O)[C@@H](CO)O2)n1	-1
10	Cc1ccc(CN2C(=O)/C(=C\c3ccc(C(=O)NCc4cccnc4)cc3)Oc3ccccc32)cc1	13
11	Cc1ccccc1NC(=O)Nc1nc(C2CCC(=O)N2)cs1 (centres undefined)	-2
12	CCCCCC(=O)N1C[C@@H](n2cc(-c3ccc(F)cc3)nn2)[C@H](O)C[C@@H]1c1ccc(OC)cc1	-5
13	CCCCNC(=O)C[C@@H]1C[C@@]2(C(=O)OC)CCCCC=C2N(CCC2=CCCCC2)C1=O	-1
14	Nc1ccn([C@@H]2O[C@H](CNC(=O)[C@@H](Cc3cn(COCc4ccccc4)cn3)NC=O)[C@@H](O)[C@H]2O)c(=O)n1	-2
15	O=C(NCCO)c1cccc(-c2cnc3c(Nc4cccc(OC(F)(F)C(F)F)c4)nccn23)c1	0
16	CCOC(=O)C1=C(C)N(CCCC(=O)O)C(=O)NC1c1ccccc1Cl (centres undefined)	-1
17	Cc1ccc(-n2[nH]c(C)c(C=Nc3ccc(S(=O)(=O)N4CCOCC4)cc3)c2=O)c(C)c1	-1
18	CCCC(=O)N1CCC1(C)C(=O)Nc1ccc2c(c1)CCN2C(C)=O (centres undefined)	-3
19	CCCOc1ccc(C(=O)CCC(=O)OCC(=O)Nc2ccc(OCC)cc2)cc1	2
20	O=C(NCCN1CCC(n2c(=O)[nH]c3ccccc32)CC1)c1ccc(F)cc1	-3

By substructure: the compounds so far with an NH in an aromatic ring (3)
#	smiles	Wnt bcat act
2	O=C(NC(Cc1c[nH]c2ccccc12)C(=O)O)c1cccc(S(=O)(=O)N2CCCCC2)c1 (centres undefined)	-4
17	Cc1ccc(-n2[nH]c(C)c(C=Nc3ccc(S(=O)(=O)N4CCOCC4)cc3)c2=O)c(C)c1	-1
20	O=C(NCCN1CCC(n2c(=O)[nH]c3ccccc32)CC1)c1ccc(F)cc1	-3

(listing goes on)
#	smiles	Wnt bcat act
21	Cc1ccc(S(=O)(=O)N(CCc2ccccc2)c2ccc3c(c2)C2CC3CCN2C(=O)OCc2ccccc2)cc1 (centres undefined)	-4
22	C[C@@H]1CN([C@@H](C)CO)C(=O)CCCn2nncc2CO[C@H]1CN(C)C(=O)Nc1ccc(-c2cccs2)cc1	2
23	CC(C)CN1C(=O)CSCC1(C)C(=O)NCc1ccccc1 (centres undefined)	1
24	CC1CC(C)(C)C2=NCCN21 (centres undefined)	0
25	CN(Cc1ccccc1)c1nccn2ccnc12	-4
26	COc1cccc(OC)c1C(=O)Nc1ccccc1Sc1ccccc1	-6
27	C=CCn1nc(C(=O)Nc2ccc(OC)cc2)cc1-c1sc(NC(=O)c2ccccc2)nc1C	1
28	COc1cc(C(=O)N(C)C2CCCCC2)cc(OC)c1OC	0
29	O=C(OCn1nnc2ccccc2c1=O)c1ccc(F)c(S(=O)(=O)N2CCOCC2)c1	-1
30	COc1ccc(CNC(=O)CCNC(=O)N2CC(=O)Nc3ccccc32)cc1	4
31	Cc1nn(CC(=O)NCCCN2CCCC2=O)c(C)c1[N+](=O)[O-]	-3
32	COc1ccccc1N1CCN(C(=O)CCCn2c(=S)[nH]c3ccccc3c2=O)CC1	0
33	O=C(Nc1ccccc1SC(=O)c1ccccc1)c1ccccc1	-3
34	O=C1NC[C@@H](CCCCN2C[C@H](Cc3ccc(O)cc3)N(Cc3ccccc3)C(=O)C2=O)N(CCc2ccc(O)cc2)C1=O	-2
35	CN(Cc1ccc(Cl)c(Cl)c1)C(=O)c1[nH]c(C(F)(F)F)nc1-c1ccccc1	-1
36	c1cnn2c(-c3ccc4c(c3)CCO4)cnc2c1	13
37	Cc1ccc(S(=O)(=O)N2C[C@H]3C(=O)C[C@@H]4C(=O)N(c5ccccc5)C(=O)[C@@H]4[C@@H]3C[C@H]2c2cccs2)cc1	-2
38	CC1CN(C(=O)c2cccc(NS(=O)(=O)c3ccc(Br)cc3)c2)CC(C)O1 (centres undefined)	-8
39	Cc1cccc(C)c1N1C(=O)CC(Sc2ccccc2N)C1=O (centres undefined)	-6
40	CCOc1ccc(Cl)cc1-c1cc(C(=O)Nc2ccc(F)cc2)[nH]n1	-2
41	Nn1cnc2c(ncn2C2OC(CO)C(O)C2O)c1=O (centres undefined)	0
42	COc1cccc(NC(=O)CCC2CCN(C(=O)C(OC)c3ccccc3)CC2)c1 (centres undefined)	-1
43	COc1ccc(NC(=O)Nc2ccc3nc([C@@H]4O[C@H](CO)[C@@H](O)[C@H](O)[C@H]4O)[nH]c3c2)cc1OC1CCCC1	-4
44	COc1ccc(NC(=O)c2cc(C3CCCCN3C(=O)OCC(C)C)on2)c(C)c1 (centres undefined)	-1
45	CN(C)c1ccc(-c2ccnc3c2CC(C)(C(=O)Nc2ccc(Cl)cc2)O3)cc1 (centres undefined)	-5
46	CC(C)C[C@@H](CN1CCC[C@H]1CN1C(=O)C(=O)NC[C@@H]1Cc1ccc(O)cc1)N1C[C@H](Cc2ccccc2)N(CC2CCCCCC2)C(=O)C1=O	-5
47	CN(C)C(=S)N=Nc1[nH]c2ccccc2c1O	11
48	C=CCNc1ncnc2c1ncn2[C@H]1CN(CCOC)C[C@@H](CO)O1	-1
49	NC(Cc1ccc(F)cc1)c1csc(Nc2ccc(C(=O)c3ccccc3)cc2)n1 (centres undefined)	-13
50	Cc1cccc(NC(=O)c2ncn3c2C(=O)NC[C@@H]3C)c1	-3
51	CN1CCc2c(sc(/N=C/c3c[nH]c4ccccc34)c2C#N)C1	39*
52	CC1(C(=O)NS(=O)(=O)c2ccccc2C(F)(F)F)CCN1C(=O)CCc1cccs1 (centres undefined)	-3
53	CCOc1ccc(C(=O)COC(=O)Cn2[nH]c(=O)c3ccccc3c2=O)cc1	-2
54	Cc1ccc(C(NC(=O)C2CCN(Cc3ccc(Oc4ccccc4)cc3)CC2)c2ccccn2)cc1 (centres undefined)	-1
55	CCc1cc2c(nc1CC)CCCN2Cc1ccc(Br)cc1	-1
56	Cc1oc(C(C)(C)C)cc1C(=O)Nc1ccc2c(c1)OCO2	16
57	Cc1nc2c(OCc3cccc(Cl)c3)cccn2c1N(C)Cc1cccs1	-2
58	CC(=NC1CCCCC1)c1ccc(O)cc1O	0
59	COC(=O)c1ccc2cc(OC)c(OC)cc2c1	2
60	COC(=O)C1=C(C)N(Cc2ccc(C(F)(F)F)cc2)C(=NCC2CC2)NC1c1cccc(Cl)c1 (centres undefined)	-24

A second format for part of the listing above.
no.	Wnt bcat act	mol
43	-4	COc1ccc(NC(=O)Nc2ccc3nc([C@@H]4O[C@H](CO)[C@@H](O)[C@H](O)[C@H]4O)[nH]c3c2)cc1OC1CCCC1
44	-1	COc1ccc(NC(=O)c2cc(C3CCCCN3C(=O)OCC(C)C)on2)c(C)c1 (centres undefined)

Other entries
#	smiles	Wnt bcat act
61	COCCCn1cnn2c(=O)c3ccccc3nc2c1=O	-3
62	Cn1cc(-c2cnc3c(NC=O)cc(-c4cccc(C(F)(F)F)c4)cn23)cn1	-1
63	COc1ccc(CN(C)C(=O)C2CC(=O)N(c3ccc4c(c3)OCCO4)C2)cc1 (centres undefined)	-1
64	COc1ccc(CN(C)C(=O)CCNS(=O)(=O)c2ccccc2)c(OC)c1	-1
65	COC(=O)C1=C(C)N(Cc2ccccc2C(F)(F)F)C(=NCc2ccc3c(c2)OCO3)NC1c1cccc(C(F)(F)F)c1 (centres undefined)	-10
66	O=C1NC[C@@H](CCCCN2C[C@H](Cc3ccc(O)cc3)N(Cc3ccccc3)C(=O)C2=O)N(Cc2ccccc2)C1=O	-1
67	COC(=O)c1c(-c2ccc(N(C)C)cc2)oc2c1C(OC)CCC2 (centres undefined)	16
68	CC(C)(C)C(=O)N1CCN(c2ccc3c(c2)C2CC3CCN2C(=O)OCc2ccccc2)CC1 (centres undefined)	-1
69	Cc1cc(Cl)nc(-n2nc(C)cc2C)n1	-1
70	COc1ccc(Cc2c(C3CCCCC3)nc3c(Cl)cc(C(F)(F)F)cn23)c(C)c1	3

Gathered by group: the entries above with a tert-butyl group (three)
#	smiles	Wnt bcat act
3	COCCN1C(=O)CCC1(C)C(=O)NC(C)(C)C (centres undefined)	-3
56	Cc1oc(C(C)(C)C)cc1C(=O)Nc1ccc2c(c1)OCO2	16
68	CC(C)(C)C(=O)N1CCN(c2ccc3c(c2)C2CC3CCN2C(=O)OCc2ccccc2)CC1 (centres undefined)	-1

(cont.)
#	smiles	Wnt bcat act
71	COc1ccc(CC(=O)Nc2ccccc2C(F)(F)F)cc1S(=O)(=O)N1CCOCC1	0
72	COc1cccc(-c2cnc(C(O)c3ccc(F)c(F)c3)[nH]2)c1 (centres undefined)	-1
73	CC(O)(c1ccccc1)c1nc(-c2ccc(Cl)cc2)cs1 (centres undefined)	0
74	CC1(C(=O)Nc2cccc(C#N)c2)CCN1C(=O)CCc1ccccc1 (centres undefined)	1
75	COc1cc(/C=N/O)ccc1OCc1ccc(Cl)cc1	13
76	Cc1ccc(-n2c(SCC(N)=O)nnc2-c2cnccn2)cc1	1
77	CC1(C(=O)NCCc2c[nH]c3ccccc23)CCN1Cc1csc2ccccc12 (centres undefined)	-3
78	Cc1ccc(NC(=O)C2(C)CCN2C2Cc3ccccc3C2)cc1 (centres undefined)	-2
79	Clc1ccccc1NN(Cc1ccccn1)c1ccccc1Cl	-6
80	CN(CCO)c1ccc2c(c1)OC[C@H](Cc1ccccc1)NS2(=O)=O	-3
81	COc1ccc(CNC(=O)c2ccc(Cl)c(S(=O)(=O)N3CCCCCC3)c2)cc1	-2
82	COc1cc(C(=O)NCCC(=O)NCc2cccs2)cc(OC)c1OC	-6
83	CCC(=O)N1CCC1(C)C(=O)Nc1cc(OC)ccc1OC (centres undefined)	-1
84	Cc1ccc(C(O)c2ncc(-c3cccc(C(F)(F)F)c3)[nH]2)cc1 (centres undefined)	-2
85	COc1ccc(-c2oc3c(c2C#CC2(O)CCCCC2)C(OC(C)=O)CCC3)cc1 (centres undefined)	2
86	CC(C)[C@H](NC(=O)C1CC1)C(=O)N1CCC[C@H]1C(=O)NCCc1ccccc1Cl	-4
87	COc1ccccc1Cc1c(-c2ccc(F)cc2)nc2ccc(Cl)cn12	20
88	CC(C)=CCCC(C)=CCN1C(=O)CN(C)C1=O	-4
89	COC(=O)c1c(N)[nH]c(C(=O)c2ccccc2)c1-c1ccc(Br)cc1	-4
90	COc1ccc(CN2CCC[C@]3(N[C@H](c4ccccc4)[C@@H]4C(=O)N(C)C(=O)[C@@H]43)C2=O)cc1	1
91	CC(c1ccccc1C(=O)O)c1cc(F)cc2ccccc12 (centres undefined)	-1
92	COc1ccccc1-c1cc(NC(C)=O)c2ncc(-c3cccc(C(F)(F)F)c3)n2c1	-6
93	COc1ccc(S(=O)(=O)N2CCCCC2)cc1NC(=O)C1CC1(Cl)Cl (centres undefined)	1
94	OCC[C@@H]1C[C@H](O)[C@@H](O)[C@]2(OCc3ccc(CO)cc32)O1	3
95	CC1(Cc2ccc(F)cc2)C(=O)Nc2c(Cl)cccc21 (centres undefined)	0
96	CCCCn1nnnc1C1(C)CCC(=O)N1CC1CCCCC1 (centres undefined)	-3
97	CC1CC(=O)Nc2ccccc2N1S(=O)(=O)c1cccc(F)c1 (centres undefined)	0
98	O=C(Nc1nnc([C@@H]2C[C@H](O)[C@@H](CO)O2)s1)c1cccc(Oc2ccccc2)c1	0
99	CCNC(=O)C1(C)CCCN(C(=O)c2sccc2C)C1 (centres undefined)	0
100	CC(=O)Nc1sc(C)c(C)c1C(=O)OCC(=O)Nc1ccccc1C(F)(F)F	-2
101	CC[C@H](C)[C@@H]1NC(=O)c2cc([N+](=O)[O-])cc(I)c2SC[C@@H](C(N)=O)NC(=O)[C@H](CCCCN)NC1=O	0
102	CC(=O)N1CCN(Cc2cc(=O)oc3cc(C)c(C)cc23)CC1	0
103	CC(C)(C)c1ccc(CC(=O)N2CCC2(C)C(=O)NS(=O)(=O)Cc2ccccc2)cc1 (centres undefined)	-3
104	Cc1nc2nc(C)c(C)nc2nc1C	0
105	CCOC1=C2CN(S(=O)(=O)c3ccc(C)cc3)[C@H](c3ccccc3)C[C@@H]2N(S(C)(=O)=O)[C@H](c2ccccc2)C1	-4
106	COC(=O)C1(C(=O)OC)C[C@H](/C=C/c2ccccc2)N(Cc2ccccc2OC)[C@@H]1c1cccs1	-7&-3
107	CCCC(=O)N1CCC1(C)C(=O)Nc1ccc2nc(C)ccc2c1 (centres undefined)	-1
108	O=S1(=O)CC(N2CCCCC2)CN1Cc1cn(Cc2cccc(Cl)c2)nn1 (centres undefined)	-3
109	COc1ccc([C@@H]2C[C@H]3[C@@H](CN2S(=O)(=O)c2ccccc2)C(=O)C[C@@H](c2ccccc2)N3S(=O)(=O)c2ccc(C)cc2)cc1	-3
110	O=C(O)c1c(Cl)cccc1Nc1ccccc1	-3
111	O=C(NC1CCCCC1)C(c1cc2ccccc2o1)n1c(=O)c(-c2ccco2)nc2ccccc21 (centres undefined)	2
112	CCOC(=O)[C@]12CCC=C1N(Cc1ccc3c(c1)OCO3)C(=O)[C@H](CC(=O)N1CCCCC1)C2	-1
113	COc1ccc(NC(=O)C[C@H]2C(=O)N(c3ccc(OC)cc3)C[C@@H]2CSC)cc1	2
114	CCOc1ccccc1N(CC(=O)NCCc1ccc(OC)cc1)S(=O)(=O)c1ccc(C)cc1	-2
115	COC(=O)[C@]12CCCCC=C1N(CCc1ccc(OC)c(OC)c1)C(=O)[C@H](CC(=O)N1CCN(C(=O)C3CC3)CC1)C2	-2
116	Cc1cc2oc(=O)cc(CN3CCCCCCC3)c2cc1Cl	-4

Source: PubChem (Broad Institute)
